Screens (PubChem)
Arr AP2 block – human beta-arrestin and AP2 interaction inhibition; FITC-arrestin peptide / GST-AP2 beads, flow cytometry; AP2 beta2 appendage carries R879A mutation; inhibition, % at 10 µM; hit rate 0.31% among 340,000; AID 504490;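 active = inhibition above a set limit, near 3 SD of compounds lacking own fluorescence, cut at about 54% in these data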;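 note: plate controls were DMSO wells for no effect and 5 µM unlabelled arrestin peptide for full effect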
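System: GST-AP2 R879A bound to glutathione beads, E. coli-expressed. Also added: 50 nM FITC-arrestin peptide. Schedule: compound with beads 12 min RT, then probe 1 h RT. Signal: bead flow cytometry, FITC channel. Read-out basis: percent response.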
NSD2 inh – blocks human histone methyltransferase NSD2; inhibition, % at 12.5 µM; NSD2 peptide methylation, AlphaScreen, 120 min; O96028; hit rate 0.54% among 310,000; AID 743445; in the data active = inhibition above about 50%
LANA DNA inh – inhibitors of KSHV LANA C-terminal domain DNA binding. hit rate 0.078% among 340,000. inhibition, % at 9 µM. MBP-C-LANA/FAM-LBS DNA binding, fluorescence polarization;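 active = highest replicate inhibition at or above 60% at 9 µM, even if other replicates fall short; inactive = all replicates below 60% inhibition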;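 note: 0% = neutral control wells and 100% = 4 µM acridine orange control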
Keap1-Nrf2 PPI – Keap1-Nrf2 (human) interaction inhibition; Q14145; inhibition, % at 9.4 µM; Keap1 Kelch-Nrf2 peptide fluorescence polarization, 1536-well; hit rate 0.15% among 340,000; AID 504523; in the data active = inhibition above about 12%;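 note: human Keap1 Kelch domain with fluorescein labeled Nrf2 9mer peptide probe; 0% = neutral control wells and 100% = peptide positive control; higher means more block of Keap1 binding to Nrf2 peptide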
SR-BI DiI inh – inhibitors of mouse SR-BI mediated HDL lipid uptake | Q61009 | ldlA[mSR-BI] CHO cells, DiI-HDL uptake fluorescence, 3 h | inhibition, % at 12.5 µM | hit rate 0.96% among 320,000 | AID 488896;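 active = mean replicate inhibition of at least 70% and a set share of replicates each scoring 70 or more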;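 note: 0% = median of neutral control wells and 100% = median of positive control wells; values of inactives mirror those of a sister screen read the other way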
Target sequence (Q61009 whole entry, looked up): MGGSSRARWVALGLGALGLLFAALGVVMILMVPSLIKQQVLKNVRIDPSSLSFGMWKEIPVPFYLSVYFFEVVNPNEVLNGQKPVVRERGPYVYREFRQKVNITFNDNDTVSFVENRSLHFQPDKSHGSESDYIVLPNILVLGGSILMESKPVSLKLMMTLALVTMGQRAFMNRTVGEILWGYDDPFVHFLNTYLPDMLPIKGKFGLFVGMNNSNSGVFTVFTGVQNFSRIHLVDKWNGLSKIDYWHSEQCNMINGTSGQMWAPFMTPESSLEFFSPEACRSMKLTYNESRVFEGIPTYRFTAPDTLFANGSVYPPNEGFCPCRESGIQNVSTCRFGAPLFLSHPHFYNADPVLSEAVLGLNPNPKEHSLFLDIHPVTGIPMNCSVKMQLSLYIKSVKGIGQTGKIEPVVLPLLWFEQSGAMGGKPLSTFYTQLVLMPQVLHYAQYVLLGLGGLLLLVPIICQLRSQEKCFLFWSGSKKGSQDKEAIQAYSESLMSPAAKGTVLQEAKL
PKA-R2B activ – activators of human PKA-R2B complex | PKA-R2B holoenzyme dissociation, Cy5-IP20 fluorescence polarization; R2B truncated from residue 108, S112A mutant; 0% DMSO only, 100% 113 µM cGMP | activation, % at 11.4 µM | hit rate 0.079% among 340,000 | AID 504700;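 active = activation above a cutoff set at the mean over all compounds plus 3 SD, cut at about 18% in these data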;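 note: higher means more holoenzyme dissociation and a rise in polarization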
Target sequence (P31323 whole entry, looked up, other chains not shown, the tested form may be a part): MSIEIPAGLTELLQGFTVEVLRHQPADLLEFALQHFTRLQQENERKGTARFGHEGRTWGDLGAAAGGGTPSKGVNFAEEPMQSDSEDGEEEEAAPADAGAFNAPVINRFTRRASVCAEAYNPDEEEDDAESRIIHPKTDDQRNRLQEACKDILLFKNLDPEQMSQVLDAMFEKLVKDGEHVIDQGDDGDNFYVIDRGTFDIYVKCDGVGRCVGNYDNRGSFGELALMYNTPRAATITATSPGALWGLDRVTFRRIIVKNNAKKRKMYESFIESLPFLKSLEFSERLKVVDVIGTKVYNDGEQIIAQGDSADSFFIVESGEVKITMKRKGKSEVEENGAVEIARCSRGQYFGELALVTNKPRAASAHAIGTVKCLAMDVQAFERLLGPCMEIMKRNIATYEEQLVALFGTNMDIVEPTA
RTF Ca sens inh – cardiac RTF calcium desensitization | IANBD-labeled cardiac RTF, Ca2+ fluorescence | hit rate 0.12% among 340,000 | AID 493244 | inhibition, % at 7.15 µM | P19429+P45379;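 active = inhibition above the mean inhibition of all tested compounds plus 3 SD, cut at about 17% in these data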;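 note: assay run at fixed EC70 calcium of 1.6 mM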
SR-BI DiI-HDL act – enhances SR-BI lipid uptake from DiI-HDL. CHO ldlA[mSR-BI] cells, DiI-HDL uptake fluorescence, 3 h; 100 = double the neutral-control signal. activation, % at 12.5 µM. hit rate 0.096% among 320,000. AID 504775;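 active = mean replicate activation of at least 60% and every replicate at or above 60%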;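 note: 0% = median plate neutral-control signal and 100% = twice that signal; values of inactives mirror those of a sister screen read the other way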
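System: LDL receptor-deficient CHO ldlA cells overexpressing murine SR-BI | Timing: 3 h uptake period with compound, 37 °C | Medium: HEPES-buffered (25 mM, pH 7.4) F12 plus 0.5% BSA | Dosing: Single-point compound dose | Signal: Bottom-read fluorescence, 550/595 nm | Read-out: Retained DiI signal reflecting DiI-HDL uptake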
PvdQ acylase – P. aeruginosa PvdQ acylase inhibition. purified PvdQ acylase, fluorescence plate reader. AID 488965. hit rate 0.063% among 340,000. inhibition, % at 10 µM; in the data active = inhibition above about 30%, passing the limit was not always enough;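 note: 0% = vehicle neutral wells and 100% = reference inhibitor wells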
DAGLB inh – blocks human DAGLB lipase activity. inhibition, % at 5.17 µM. Q8NCG7. HEK293T DAGLB membrane lysate, EnzChek fluorogenic substrate. hit rate 0.059% among 340,000; in the data active = inhibition above about 34%;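 note: 0% = enzyme with vehicle and 100% = wells lacking enzyme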
* marks the source's active call; other numbers are inactive results; x = no result given. Not a hit list. About 2.1% of those tested had a hit in this group.

(1) O=C(CSc1n[nH]c(=O)n1C1CC1)Nc1cc(Cl)ccc1Oc1ccccc1
(2) CCOCCCNC(=O)CCS(=O)(=O)Cc1ccc(C)cc1
(3) C=CCC[C@@H](Cc1ccc(F)cc1)C(=O)OC[C@H](Cc1c[nH]c2ccccc12)NC(=O)[C@@H](CC=C)CC(=O)NCCO
(4) CC(C)CN(CC(C)C)S(=O)(=O)N1CCC(C(=O)NCCN2CCOCC2)CC1
(5) N#Cc1ccccc1CSc1nc(N)cc(N)n1
(6) Cc1ccc(CN2CCSc3ccc(C(=O)N4CCOCC4)cc32)cc1
(7) COc1nc2ccccc2nc1N1CCN(Cc2ccc3c(c2)OCO3)CC1
(8) O=C(CNC(=O)Cc1ccccc1)NCC(=O)OCC(=O)c1ccccc1Cl

screen / no.	1	2	3	4	5	6	7	8
Arr AP2 block	14	13	3	-4	16	0	-2	10
NSD2 inh	-2	x	x	0	-3	8	-5	-5
LANA DNA inh	0.6	1.1	1.6	4.0	-1.6	-1.4	0.4	-1.7
Keap1-Nrf2 PPI	2	0	1	1	-5	1	-5	-1
SR-BI DiI inh	31	-15	52	-9	-15	-8	-7	2
PKA-R2B activ	12	-5	-1	10	-3	-4	0	-18
RTF Ca sens inh	-3	-10	-6	-6	-1	3	9	-4
SR-BI DiI-HDL act	-31	15	-52	9	15	8	7	-2
PvdQ acylase	-8	-12	-7	-10	11	2	0	-11
DAGLB inh	1	-2	-4	3	0	1	-13	-3

(9) Cc1c(NC(=O)Nc2cccc(Cl)c2Cl)c(=O)n(-c2ccccc2)n1C
(10) CCOC(=O)C1CCCN(C(=O)CCC(=O)Nc2ccc3nc(N4CCOCC4)cc(C)c3c2)C1 (centres undefined)
(11) CN(Cc1ccccc1)S(=O)(=O)c1ccc(OCC(=O)NCc2ccccn2)cc1
(12) CC(C)c1nc(N2CCN(C(=O)c3ccco3)CC2)c2c3c(sc2n1)CCCC3
(13) Cc1ccc(NCCCCO)cc1C
(14) COC(=O)c1cccc(-n2c(C)cc(C=O)c2C)c1
(15) N#Cc1ccc(CSc2nnc3ccccn23)cc1
(16) CCN1CCC(NC(=O)Nc2ccccc2C(=O)OC)CC1

screen / no.	9	10	11	12	13	14	15	16
Arr AP2 block	-3	1	4	12	1	2	1	13
NSD2 inh	1	1	-4	x	-2	3	-2	3
LANA DNA inh	0.0	-0.3	-1.0	-0.2	-2.8	0.1	1.3	0.2
Keap1-Nrf2 PPI	1	2	-3	-1	-3	6	-5	-3
SR-BI DiI inh	6	-3	x	24	5	-9	-10	17
PKA-R2B activ	-9	6	1	-3	-6	4	9	-10
RTF Ca sens inh	0	8	-18	-3	-9	0	-9	0
SR-BI DiI-HDL act	-6	3	x	-24	-5	9	10	-17
PvdQ acylase	-8	2	-8	16	-16	-13	-12	3
DAGLB inh	-2	-1	2	2	0	-2	2	1

(17) Cc1nnc(SCC(=O)N2CCN(c3ccccc3)CC2)n1-c1ccccc1
(18) COC(=O)c1c(N2C(=O)[C@H]3[C@@H](C2=O)[C@]2(C(=O)Nc4c(C)cc(C)cc42)N2CCC[C@@H]32)sc(C)c1C
(19) CCCNS(=O)(=O)c1cccc(C(=O)NC2CCCc3ccccc32)c1 (centres undefined)
(20) Cc1cc2cc(C=C(C#N)C#N)c(Cl)nc2cc1C
(21) CC(=O)Nc1ccc(C(=O)OCC(=O)c2ccc(F)cc2)cc1
(22) O=C(COC(=O)CNC(=O)c1ccccc1)Nc1ccc(Cl)cc1C(F)(F)F
(23) Cc1nc2oc3ccc(F)cc3c(=O)c2cc1C(=O)NC(C)(C)C
(24) Cn1c(NC(=O)c2ccccc2)c(-c2ccccn2)c(=O)c2ccccc21

screen / no.	17	18	19	20	21	22	23	24
Arr AP2 block	1	1	-2	6	4	7	29	-11
NSD2 inh	-7	10	-3	3	-1	-1	-1	-3
LANA DNA inh	-1.5	-1.5	1.3	29	-0.5	0.6	-0.7	0.0
Keap1-Nrf2 PPI	-6	-5	-9	10	-3	-4	6	1
SR-BI DiI inh	-8	14	25	x	-26	6	-9	-3
PKA-R2B activ	8	1	0	1	-7	-15	-3	-7
RTF Ca sens inh	-1	-7	-7	-53	-5	9	-6	-1
SR-BI DiI-HDL act	8	-14	-25	x	26	-6	9	3
PvdQ acylase	-5	-14	-4	-2	-6	25	0	-17
DAGLB inh	0	2	4	-9	0	-2	-2	-3

(25) O=C(Cc1ccc(Cl)cc1)Nc1cccc(C(=O)Nc2ccccc2C(=O)O)c1
(26) CC(C)(C)Nc1nc2cc([N+](=O)[O-])ccc2o1
(27) COC(=O)c1c(NC(=O)c2cccc(N3C(=O)CCC3=O)c2)sc2c1CCN(C(C)=O)C2
(28) O=C(CSc1nnnn1-c1ccc2c(c1)OCCO2)OC1CCCCC1
(29) CC1=C(C)CC(C(=O)Nc2ccc(C(N)=O)cc2)C(C(=O)O)C1 (centres undefined)
(30) COc1ccc(Cl)c2sc(N(CCN(C)C)C(=O)C3=COCCO3)nc12
(31) Brc1c(-c2ccccc2)nc2n1Cc1ccccc1-2
(32) CCCc1nnc(NC(=O)Cn2c(=O)oc3ccccc32)s1

screen / no.	25	26	27	28	29	30	31	32
Arr AP2 block	5	27	-2	3	12	-5	4	8
NSD2 inh	-2	0	3	15	10	3	-1	2
LANA DNA inh	1.5	0.9	-0.3	-0.6	1.2	0.7	0.6	0.0
Keap1-Nrf2 PPI	2	1	-9	1	-2	-7	-6	-3
SR-BI DiI inh	0	13	40	-3	-26	-16	11	6
PKA-R2B activ	-2	5	13	-11	6	0	5	-2
RTF Ca sens inh	5	-2	0	0	-13	-2	4	-2
SR-BI DiI-HDL act	0	-13	-40	3	26	16	-11	-6
PvdQ acylase	-1	1	-7	5	-8	-14	-6	-20
DAGLB inh	9	-5	1	-8	4	0	-4	-2

(33) CCC(C(=O)NCc1ccncc1)c1ccccc1 (centres undefined)
(34) O=C(Nc1ccc2sccc2c1)c1ccc(Cl)s1
(35) COCCN(C)Cc1cn(-c2ccc(F)cc2F)nc1-c1ccccc1C
(36) CC(C)c1cc(=O)n2c(nc3ccccc32)[nH]1
(37) COc1nc(Nc2cccc(F)c2)nc(OC)n1
(38) Cc1cccn2c(=O)c3cc(C(=O)N4COCC4(C)C)n(C)c3nc12
(39) Cc1ccc(/C=C/c2ccc(=O)n(Cc3ccc(Cl)cc3Cl)n2)cc1
(40) Cc1ccc(OCCC(=O)OCC(=O)N2CCN(S(=O)(=O)c3ccc(C)cc3)CC2)cc1

screen / no.	33	34	35	36	37	38	39	40
Arr AP2 block	0	11	18	44	-1	-1	2	6
NSD2 inh	0	x	0	-2	1	x	0	15
LANA DNA inh	-0.3	1.7	-1.5	0.6	18	2.4	-1.1	1.2
Keap1-Nrf2 PPI	-3	3	-1	-1	-2	-2	-2	0
SR-BI DiI inh	-6	43	8	-29	16	0	-5	-36
PKA-R2B activ	-3	-6	-1	-3	6	16	-3	-2
RTF Ca sens inh	0	3	2	2	-5	-15	-3	2
SR-BI DiI-HDL act	6	-43	-8	29	-16	0	5	36
PvdQ acylase	-2	7	8	8	8	-13	6	-6
DAGLB inh	1	-11	0	-4	-1	1	-2	-1

(41) Nc1c(/C=C2\C=Nc3ccccc32)c(=O)nc2sc(CC(=O)N3CCOCC3)nn12
(42) CCC(C)C(=O)Nc1cc(Cl)ccc1C(=O)O (centres undefined)
(43) COc1ccc(Cn2c(N)c(C#N)c3nc4ccccc4nc32)cc1OC
(44) Cc1ccc(S(=O)(=O)NCC(=O)N(CC(=O)NC2CCCC2)c2ccc3c(c2)OCCO3)cc1
(45) Cc1ccc(C(C)C)c(OCC(=O)NN=C2CCCCCCC2)c1
(46) CCOC(=O)c1nn(-c2ccc(F)cc2)c(=O)cc1OCC(=O)Nc1ccc(OCC)cc1
(47) C=CCc1ccc(OCCCCNC(C)CC)c(OC)c1 (centres undefined)
(48) O=C(O)c1ccc(/C=C/c2nc3ccccc3c(=O)[nH]2)cc1
(49) COc1ccc(C)cc1NC(=O)CSc1nnc(CC(=O)Nc2ccccc2C)n1C

screen / no.	41	42	43	44	45	46	47	48	49
Arr AP2 block	-13	3	2	14	10	28	14	-1	6
NSD2 inh	8	-3	29	0	-3	-2	10	-2	1
LANA DNA inh	1.5	-1.8	-1.3	7.3	-0.3	-0.5	-3.0	0.3	-1.1
Keap1-Nrf2 PPI	-6	-1	-1	1	-3	1	1	-1	4
SR-BI DiI inh	-7	6	-3	-18	-1	50	-16	-24	-3
PKA-R2B activ	-2	-5	1	-7	-19	-15	-2	1	-4
RTF Ca sens inh	1	-11	-5	-4	-10	-13	-3	-9	1
SR-BI DiI-HDL act	7	-6	3	18	1	-50	16	24	3
PvdQ acylase	-11	-12	-3	-9	-11	-6	4	-2	15
DAGLB inh	2	2	1	-1	0	3	0	-3	-1
